TRHR agonist = qHTS for Small Molecule Agonists and Allosteric Enhancers of Human TRH Receptor: Primary Screen for Agonists; Thyrotropin-releasing hormone receptor (Homo sapiens), P34981; AID 493084, 2011; activation, % at 2 µM; 0.18% of 360,000 active; TRHR cells, calcium flux fluo-8, FDSS agonist mode; in the data active = activation above about 30%; also: 0% is about no effect
Target sequence (P34981 whole entry, looked up): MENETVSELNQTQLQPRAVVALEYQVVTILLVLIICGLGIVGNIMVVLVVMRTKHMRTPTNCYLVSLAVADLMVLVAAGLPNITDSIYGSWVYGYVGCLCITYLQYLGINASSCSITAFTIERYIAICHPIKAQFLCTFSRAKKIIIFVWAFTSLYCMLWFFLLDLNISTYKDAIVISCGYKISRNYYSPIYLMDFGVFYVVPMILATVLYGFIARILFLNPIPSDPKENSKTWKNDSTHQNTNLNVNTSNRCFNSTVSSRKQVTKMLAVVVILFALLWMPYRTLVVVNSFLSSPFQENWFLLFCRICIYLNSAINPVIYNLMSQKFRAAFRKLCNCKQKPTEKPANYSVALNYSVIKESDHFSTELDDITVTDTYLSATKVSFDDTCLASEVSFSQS
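TRHR-expressing cells, plated overnight in medium with 10% serum, were loaded with fluo-8 calcium dye at room temperature. After a 10 s baseline, library compound was pin-added and calcium release was recorded kinetically (ex 480/em 530) as agonist response.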
BLM inh = qHTS Assay for Inhibitors of Bloom's syndrome helicase (BLM). RecQ-like DNA helicase BLM (Homo sapiens), P54132. recombinant BLM DNA unwinding, fluorescence dequenching. Potency, µM (series often up to 56.1 µM), for inactives: at the top dose activity change, negative = inhibition, actives largely listed as inhibitors. 0.2% of 350,000 active. AID 2528, 2010;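 also: potency is read from the fitted curve at half-maximal effect; plate controls were vehicle for no effect and no enzyme for full effect; nearly all actives have a fitted effect of over 35% in size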
Apoferritin bind = qHTS Assay for Identification of Novel General Anesthetics | Ferritin light chain (Equus caballus), P02791 | apoferritin/1-aminoanthracene competitive binding, fluorescence | Potency, µM (doses to about 77.5 µM), inactives show at the highest dose activity change, negative = displacement, actives largely listed as inhibitors | 0.074% of 350,000 active; also: potency is read from the fitted curve at half-maximal effect; % is scaled to controls: 0 for no effect and ±100 for the full control effect; nearly all actives have a fitted effect of over 20% in size
Target sequence (P02791 2-175 limits assumed): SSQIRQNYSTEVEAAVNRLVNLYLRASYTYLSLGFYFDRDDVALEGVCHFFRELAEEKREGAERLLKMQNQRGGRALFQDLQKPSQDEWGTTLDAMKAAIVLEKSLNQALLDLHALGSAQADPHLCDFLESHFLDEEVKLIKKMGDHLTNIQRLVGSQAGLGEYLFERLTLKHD
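Concentration-response curves derived by four-parameter Hill fitting of normalized fluorescence, where compounds displaced 1-AMA from 10 uM horse apoferritin following a brief 10 min room-temperature incubation; propofol titration acted as positive control.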
APEX1 inh = qHTS Assay for Inhibitors of the Human Apurinic/apyrimidinic Endonuclease 1 (APE1); recombinant APE1, TAMRA/BHQ-2 abasic DNA cleavage fluorescence; Potency, µM (series often up to 65.8 µM), for the others: top-dose activity change, negative = inhibition, actives largely listed as inhibitors; 0.35% of 350,000 active;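 also: potency is read from the fitted curve at half-maximal effect; plate controls were vehicle for no effect and reference inhibitor for full effect; nearly all actives have a fitted effect of over 55% in size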
Target sequence (P27695 whole entry, looked up): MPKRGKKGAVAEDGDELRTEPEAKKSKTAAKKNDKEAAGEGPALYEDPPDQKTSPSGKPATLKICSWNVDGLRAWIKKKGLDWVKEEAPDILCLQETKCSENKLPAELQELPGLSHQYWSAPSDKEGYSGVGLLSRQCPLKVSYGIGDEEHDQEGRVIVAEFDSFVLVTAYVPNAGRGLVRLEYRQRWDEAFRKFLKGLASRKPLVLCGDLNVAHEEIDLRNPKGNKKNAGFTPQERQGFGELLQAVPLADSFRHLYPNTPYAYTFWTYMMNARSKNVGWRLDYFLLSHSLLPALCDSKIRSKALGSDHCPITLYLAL
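Quantitative HTS: incision of a TAMRA/BHQ-2 double-stranded substrate bearing a tetrahydrofuran abasic site by 0.75 nM APE1 raises fluorescence. Substrate 50 nM final, added after 15 min compound preincubation at room temperature; progress as third-minus-first kinetic read difference.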
POLB inh = qHTS Assay for Inhibitors of DNA Polymerase Beta. 1.3% of 340,000 active. Pol beta primer extension/strand displacement, fluorescence kinetic. Potency, µM (doses to about 114 µM), inactives show at the highest dose activity change, negative = inhibition, usual class: inhibitors. AID 485314, 2010. P06746; also: potency is read from the fitted curve at half-maximal effect; % is scaled to controls: 0 for no effect and ±100 for the full control effect
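Pol beta (10 nM) and compounds were preincubated 15 min at room temperature, then 50 nM substrate (final) started primer extension/strand displacement. Reads were taken at 0 and 10 min; concentration-response data were fitted to a four-parameter Hill equation.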
ERG Ets-DNA blk = qHTS for Small Molecule Inhibitors of the ERG Ets/DNA interaction | Transcriptional regulator ERG (Homo sapiens), P11308 | Potency, µM (highest dose often 76.9 µM), inactives show at the top dose FP activity, negative = inhibition, most hits filed as inhibitors | 0.028% of 370,000 active | fluorescence polarization, His-ERG Ets domain / labelled DNA; active = well fitted inhibition curve with a large enough effect in the polarisation, with a control signal flat; inconclusive = small, poorly fitted or top-dose-only effect, or effect the other way, or a change in a side signal; inactive = no such curve, though single readings can be large or run the other way; the % refers to the polarisation;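 also: polarization taken with two DNA probes labelled with fluorescein and Texas red; potency is read from the fitted curve at half-maximal effect; % of control where 0% means no effect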
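His-tagged ERG Ets domain (1 uM in the protein solution; 300mM KCl, 50mM Tris-HCl, 1mM EDTA, 1mM DTT, pH 7.5) received compound, then a probe mix of 5 nM fluorescein-DNA and 100nM Texas-615-DNA. Fluorescence polarization was read for both dyes.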
ALOX12 inh = Primary qHTS assay for inhibitors of human arachidonate 12S-lipoxygenase (ALOX12): Round 2 | purified 12hLO, xylenol orange hydroperoxide absorbance | 1.1% of 580,000 active | AID 1671190, 2021 | Potency, µM (series often up to 108 µM), inactives show at the highest dose activity change, negative = inhibition, usual class: inhibitors; also: potency is read from the fitted curve at half-maximal effect; % is scaled to controls: 0 for no effect and ±100 for the full control effect
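Purified human 12hLO at 150 nM in 25 mM Hepes, 0.01% Triton X-100, pH 7.0, preincubated 15 min at room temperature with compound. Reaction started with 40 uM arachidonic acid, 30 min at room temperature. Hydroperoxide measured by Fe-xylenol orange, 573/405 nm absorbance ratio.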
POLI inh = qHTS for Inhibitors of Polymerase Iota | DNA polymerase iota (Homo sapiens), Q9UNA4 | Potency, µM (series often up to 115 µM), for inactives: top-dose activity, negative = inhibition, hits mostly inhibitors | AID 588590, 2011 | Pol iota fluorescent replication assay, 10 min | 1% of 390,000 active; also: potency is read from the fitted curve at half-maximal effect
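Fluorescent replication assay read twice, at 0 min and 10 min after adding 50 nM (final) substrate. Enzyme (10 nM) and compounds were first incubated 15 min at room temperature; enzyme-free buffer wells were negative controls.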
Pol kappa inh = qHTS for Inhibitors of Polymerase Kappa | DNA polymerase kappa (Homo sapiens), Q9UBT6 | purified Pol kappa, fluorescent DNA synthesis assay, 10 min | Potency, µM (top dose mostly 107 µM), for the others: top-dose activity, negative = inhibition, most hits filed as inhibitors | 0.53% of 400,000 active; also: potency is read from the fitted curve at half-maximal effect; % is scaled to controls: 0 for no effect and ±100 for the full control effect
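First, compounds were pin-transferred onto 10 nM Pol kappa. After 15 min at room temperature, substrate was added to 50 nM final. Fluorescence was then measured kinetically at 0 and 10 min.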
Numbers without * were called inactive; ? = inconclusive; / = not tested or not shown; & = joins results of further samples; [ ] = dose if it differs, or a comment. Unless noted, calls follow the shape of the dose curve; as a rule, active = well fitted curve in the direction sought with a large enough effect; inconclusive = small, poorly fitted or top-dose-only effect, or another doubt; inactive = no such curve, though single readings can be large; an effect the other way counts as inactive or inconclusive. This is a subset; count on the stated rates, not on these rows.

compound	POLI inh	BLM inh	ALOX12 inh	TRHR agonist	POLB inh	APEX1 inh	Pol kappa inh	ERG Ets-DNA blk	Apoferritin bind
Cc1ccc(OCC(=O)Nc2ccc3c(c2)sc(=O)n3C)cc1	11%	-2%	-22%	-0.2	-17%	/	-3%	3%	-8%
CCc1ccc(-c2cn3c(n2)sc2cc(C(=O)NCCC4=CCCCC4)ccc23)cc1	27%	0%	-17%	-0.3	-1%	/	4%	3%	-9%
CC(C)C(=O)NC(=S)Nc1ccc(CN2CCOCC2)cc1	11%	-5%	-11%	0.7	16%	11%	6%[60.1 µM]	10%	-5%
Cn1c(-c2ccc(F)cc2)cnc1SCC(=O)NCc1ccco1	8%	1%	0%	-0.2	-1%	-12%	-7%	8%	?
C=CCn1c(C)cc(C(=O)CSc2nnc3n(CCC)c(=O)c4ccccc4n23)c1C	100%[activator]	/	6%	/	/	/	-4%	1%	/
Cc1cccc(Sc2nc(-c3ccccc3)ncc2C(=O)O)c1	-5%	-3%	-21%	0.1	8%	-8%	3%	-13%	2%
COC(=O)c1ccc(C(=O)OC)c(NC(=O)COc2ccccc2OC)c1	12%	-2%	-19%	1.0	4%	-2%	-9%	-1%	-5%
CCc1cccc(C)c1NC(=S)NCc1ccccc1	162%[activator]	6%	?	-1.2	1%	6%	-17%	1%	-1%
OCCn1c(-c2ccc(F)cc2)csc1=Nc1ccccc1	-16%	-4%	-16%	0.3	?	1%	-8%	-6%	-14%
CCn1c(NCCc2ccc(OC)c(OC)c2)nc2c1c(=O)n(C)c(=O)n2C	3%	0%	2%	0.2	-1%	-7%	-1%	2%	2%
COc1ccc(C(=O)N/N=C/C2CC=CCC2)cc1OC (centres undefined)	88%[activator]	-3%	?	0.4	-28%	-6%	-8%	-3%	-2%
O=c1c2sc3nc(N4CCOCC4)c4c(c3c2ncn1CCc1ccccc1)CCCC4	2%	-2%	8%	0.9	10%	-3%	-6%	2%	-8%
O=C(CSc1nnc(Cc2ccccc2)o1)Nc1cccc(F)c1	-8%	-3%	0%	0.0	-3%	15%	0%	-17%	-22%
Oc1ccc(N=Nc2ccc(Br)cc2)c(O)c1	9%	-3%	-18%	0.5	13%	10%	-2%	-8%	?
CCC/C(O)=C1\C(=O)CC(C)(C)CC1=NCCO	16%	-1%	0%	1.2	-1%	-2%	-14%	-3%	-7%
COc1ccc(-c2cn[nH]c2-c2ccc(OCC(=O)NN)cc2O)cc1	39%[activator]	-6%	?	0.1	22%	19%	-18%	3%	0%
CC(C)Cc1nn2c(=O)cc(COC(=O)c3cccc(NS(C)(=O)=O)c3)nc2s1	16%	-2%	-6%	0.7	3%	/	6%[60.1 µM]	-7%	-11%
O=[N+]([O-])c1cc(-c2nnc(C34CC5CC(CC(C5)C3)C4)o2)cc([N+](=O)[O-])c1	21%	-3%	-10%	-2.3	20%	1%	-8%	4%	-16%
Cc1cc(C)cc(N2CC(c3nc(-c4cccc(Cl)c4)no3)CC2=O)c1 (centres undefined)	-6%	-7%	?	0.8	15%	/	0%	0%	16%
O=C(O)c1cn(CCOc2ccccc2Cl)c2ccccc12	24%	-7%	-8%	0.2	16%	11%	0%	4%	-5%
O=C(Nc1ccc(N2CCN(C(=O)c3ccccc3)CC2)c(Cl)c1)c1ccco1	-15%	-7%	5%	-1.2	?	-3%	-3%	4%	-14%
CCc1cccc(NC(=O)C2CCC(CNS(=O)(=O)c3ccc(Br)s3)CC2)c1 (centres undefined)	6%	-6%	-32%	1.4	0%	/	15%	2%	-6%
O=C(COC(=O)c1cccnc1Cl)NC1CCCc2ccccc21 (centres undefined)	31%[activator]	/	175%[activator]	/	/	5%	10%	-9%	/
O=C(O)c1ccc(/C=N/NC(=S)NCCN2CCOCC2)cc1	58%	3%	14%	-0.8	1%	-2%	-19%	0%	3%

Ordered by the number under ALOX12 inh (smallest number first): 5 of the compounds above
SMILES	ALOX12 inh
Cc1ccc(OCC(=O)Nc2ccc3c(c2)sc(=O)n3C)cc1	-22%
COC(=O)c1ccc(C(=O)OC)c(NC(=O)COc2ccccc2OC)c1	-19%
CC(C)C(=O)NC(=S)Nc1ccc(CN2CCOCC2)cc1	-11%
O=[N+]([O-])c1cc(-c2nnc(C34CC5CC(CC(C5)C3)C4)o2)cc([N+](=O)[O-])c1	-10%
CCC/C(O)=C1\C(=O)CC(C)(C)CC1=NCCO	0%

(listing goes on)
compound	POLI inh	BLM inh	ALOX12 inh	TRHR agonist	POLB inh	APEX1 inh	Pol kappa inh	ERG Ets-DNA blk	Apoferritin bind
C[C@H](NC(=O)c1nc[nH]c1C(=O)N1CCN(c2ccccc2)CC1)C(=O)OC(C)(C)C	15%	-15%	-1%	-0.8	-15%	10%	-10%	-4%	-12%
c1csc(Cc2nn3c(-c4ccncc4)nnc3s2)c1	20µM*	-27%	-15%	0.1	32µM*	?	40µM*	-9%	-13%
O=C(Nc1ccc(Cl)c(Cl)c1)N1CCSC1c1ccco1 (centres undefined)	?	-11%	-18%	-0.2	6%	-1%	-2%	2%	?
Cc1nc2cc(NCc3nc4ccccc4n3Cc3ccccc3)ccc2n1C	13%	2%	4%	-1.0	2%	-7%	-10%	-8%	?
CC1CCCC(C)N1C(=O)COC(=O)CNC(=O)c1ccc(Cl)cc1Cl (centres undefined)	7%	/	-2%	0.3	/	19%	-5%	5%	/
COc1cccc(NC(=O)Nc2cccc(-c3cn4cccnc4n3)c2)c1	3%	-8%	-4%	-0.4	?	/	4%	4%	-9%
O=C(NCc1ccc(F)cc1)C1CCCN1C(=O)NCc1ccccc1 (centres undefined)	?	-3%	0%	1.4	-16%	3%	-6%	10%	-5%
COc1ccc(NC(=S)N(CCCN2CCOCC2)Cc2cn(C)c3ccccc23)cc1OC	144%[activator]	-3%	3%	0.0	?	-6%	-3%	-5%	1%
COc1ccccc1CNC(=O)c1ccccc1NS(C)(=O)=O	-6%	0%	0%	1.2	-2%	2%	-6%	4%	-4%
C(=Cc1cccnc1)c1ccncc1	64%[activator]	/	-2%	/	/	/	-7%	4%	/
Cc1cccc(NC(=O)CCCCC(=O)Nc2cccc(C)c2)c1	60%[activator]	/	0%	/	/	/	-1%	0%	/
COc1cc(=O)[nH]c(SCc2c(F)c(F)c(F)c(F)c2F)n1	3%[58.9 µM]	-1%	?	-0.4	4%	4%	-8%	-9%	-3%
COc1cccc(Nc2nc(-c3sc(NC(=O)c4ccccc4)nc3C)cs2)c1	4%	-1%	-28%	0.0	11%	-3%	-4%	3%	-12%
CN(c1ccccc1)c1ncnc2c1cnn2C	-13%	-2%	0%	-0.2	16%	/	4%[60.1 µM]	-5%	-7%
O=C(c1ccc2c(c1)N(Cc1ccccc1F)C(=O)c1ccccc1S2(=O)=O)N1CCCC1	10%&24%	1%&-2%	-1%&-1%	0.5&0.1	3%&46%	56%[activator]	-5%&-2%	5%&2%	?
COc1ccc(C(=O)NC(=S)Nc2ccc3c(c2)Cc2ccccc2-3)cc1	8%	0%	?	-0.6	-13%	-4%	-2%	6%	-6%

In a second layout: entries from further up.
Every second line gives: POLI inh | BLM inh | ALOX12 inh | TRHR agonist | POLB inh | APEX1 inh | Pol kappa inh | ERG Ets-DNA blk | Apoferritin bind
COc1cccc(Nc2nc(-c3sc(NC(=O)c4ccccc4)nc3C)cs2)c1
  4% | -1% | -28% | 0.0 | 11% | -3% | -4% | 3% | -12%
COc1ccc(C(=O)NC(=S)Nc2ccc3c(c2)Cc2ccccc2-3)cc1
  8% | 0% | ? | -0.6 | -13% | -4% | -2% | 6% | -6%

Next records:
compound	POLI inh	BLM inh	ALOX12 inh	TRHR agonist	POLB inh	APEX1 inh	Pol kappa inh	ERG Ets-DNA blk	Apoferritin bind
Fc1cccc(CO/N=C/c2c(-c3ccccc3)nc3ccc(Cl)cn23)c1	6%	-2%	-16%	0.7	7%	-1%	-19%	-2%	-8%
Cc1ccccc1C(=O)NC(=S)Nc1ccccc1C(F)(F)F	5%	-1%	0%	1.9	6%	-7%	-17%	4%	-20%
O=C(CCc1nnc2ccc(NCc3ccco3)nn12)N1CCN(c2ccccc2F)CC1	?	-8%	2%	-0.3	?	-4%	-42%	6%	-12%
CCN(CCCNC(=O)Cn1ncc2c([nH]c3ccc(C)cc32)c1=O)c1ccccc1	2%&-1%	-2%&-1%	1%&-28%	1.5&-1.4	31%&-1%	2%	-5%&-11%	11%&12%	-2%&10%
Cc1nc2sccn2c(=O)c1S(=O)(=O)N1CCN(c2ccc(F)cc2)CC1	-14%&26%	0%&2%	9%&-24%	-0.1&-0.3	12%&22%	15%	-5%&6%	1%&0%	-9%&0%
COc1ccc(C(=O)NC(=S)Nc2ccc3oc(=O)ccc3c2)cc1[N+](=O)[O-]	22%	-15%	-14%	1.8	2%	42%	-16%	-18%	-16%
COc1ccc(C)cc1NC(=O)CCCNC(=O)Cn1cnc2sc(C)c(C)c2c1=O	119%[activator]	-2%	17%	-1.2	17%	36%	-6%	9%	-6%

Screening data: PubChem BioAssay, National Center for Advancing Translational Sciences (NCATS)
